Screening results: PubChem, National Center for Advancing Translational Sciences (NCATS)
RGS4 inhibitor – blocks human RGS4-accelerated GTP hydrolysis. Transcreener GDP fluorescence polarization, RGS4-accelerated GTP hydrolysis. actives 0.039% (n = 390,000). P49798. Potency, µM (titrated, usually from 114 µM), for the others: top-dose activity change, negative = inhibition, most hits filed as inhibitors; note: potency is the fitted concentration of half-maximal effect; % is set by controls: 0 for no effect and ±100 for the full control effect; nearly all actives have a fitted effect of over 75% in size; some results filed as inactive show a strong effect at the top dose
Target sequence (P49798 whole entry, looked up): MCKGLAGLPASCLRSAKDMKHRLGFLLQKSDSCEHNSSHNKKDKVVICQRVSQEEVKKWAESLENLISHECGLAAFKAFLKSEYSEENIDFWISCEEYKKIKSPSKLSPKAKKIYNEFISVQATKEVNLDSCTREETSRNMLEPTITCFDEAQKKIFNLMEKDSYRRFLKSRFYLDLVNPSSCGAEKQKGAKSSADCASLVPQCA
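MLSMR compounds (23 nl, pin-transferred) preincubated 10 min at room temperature with a 500nM (2x) first reagent, then RGS4 at 900nM (2x) plus Transcreener GDP mix added; fluorescence polarization (620/688 nm) read before and after 90 min at 30 °C.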
Vif-APOBEC3F blk – Vif-A3F binding inhibition. actives 0.2% (n = 390,000). HeLa A3F-eYFP + Vif (tagged APOBEC3F with the HIV-1 protein that degrades it), YFP fluorescence increase. Potency, µM (top dose mostly 46.1 µM), without a hit: top-dose activity, negative = active; note: potency is the fitted concentration of half-maximal effect; % of control where 0% means no effect; nearly all actives have a fitted effect of over 65% in size
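HeLa cells stably expressing Vif plus C-terminally eYFP-tagged A3F were seeded, incubated overnight at 37 deg C, dosed with compound, incubated overnight again at 37 deg C. Yellow fluorescence (Ex 488/Em 500-530) reported blocked Vif-mediated A3F-eYFP degradation.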
USP1-UAF1 inh – blocks the human USP1/UAF1 deubiquitinase complex; Potency, µM (top dose mostly 57.1 µM), without a hit: top-dose activity change, negative = inhibition, usual class: inhibitors; actives 0.23% (n = 390,000); O94782; recombinant USP1/UAF1, Ub-Rhodamine cleavage fluorescence; note: potency is the fitted concentration of half-maximal effect; % is set by controls: 0 for no effect and ±100 for the full control effect; nearly all actives have a fitted effect of over 60% in size; inactives centre near -12
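High-throughput fluorogenic screen: 1nM USP1/UAF1 complex, Ub-Rho substrate 150nM final, 50mM HEPES pH 7.8 with 0.5mM EDTA, 0.1 mg/ml BSA, 1mM TCEP and 0.01% Tween-20.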
mIDH1 inhibitor – blocks human mutant IDH1 R132H enzyme | O75874 | IDH1-R132H enzyme, NADPH consumption, diaphorase/resazurin fluorescence | Potency, µM (series often up to 76.6 µM), for inactives: at the highest dose activity change, negative = inhibition, hits mostly inhibitors | actives 0.093% (n = 390,000); note: potency is the fitted concentration of half-maximal effect; % is set by controls: 0 for no effect and ±100 for the full control effect; nearly all actives have a fitted effect of over 65% in size
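IDH1-R132H (0.5 ug/mL) preincubated 30 min with compound, then NADPH (0.016 mM) and alpha-KG (2 mM) added; 80 min at RT, pH 7.5. Remaining NADPH coupled via diaphorase/resazurin to fluorescence (540/590 nm); concentration-response curves normalized to no-enzyme control.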
rTrxR1 inhibitor – inhibitors of rat thioredoxin reductase 1; recombinant rTrxR1, NADPH fluorescence consumption, selenite substrate; AID 588453; Potency, µM (top dose mostly 114 µM), inactives show at the highest dose activity change, negative = inhibition, usual class: inhibitors; O89049; actives 1% (n = 390,000); note: potency is the fitted concentration of half-maximal effect; % is set by controls: 0 for no effect and ±100 for the full control effect; nearly all actives have a fitted effect of over 65% in size
Target sequence (O89049 whole entry, looked up): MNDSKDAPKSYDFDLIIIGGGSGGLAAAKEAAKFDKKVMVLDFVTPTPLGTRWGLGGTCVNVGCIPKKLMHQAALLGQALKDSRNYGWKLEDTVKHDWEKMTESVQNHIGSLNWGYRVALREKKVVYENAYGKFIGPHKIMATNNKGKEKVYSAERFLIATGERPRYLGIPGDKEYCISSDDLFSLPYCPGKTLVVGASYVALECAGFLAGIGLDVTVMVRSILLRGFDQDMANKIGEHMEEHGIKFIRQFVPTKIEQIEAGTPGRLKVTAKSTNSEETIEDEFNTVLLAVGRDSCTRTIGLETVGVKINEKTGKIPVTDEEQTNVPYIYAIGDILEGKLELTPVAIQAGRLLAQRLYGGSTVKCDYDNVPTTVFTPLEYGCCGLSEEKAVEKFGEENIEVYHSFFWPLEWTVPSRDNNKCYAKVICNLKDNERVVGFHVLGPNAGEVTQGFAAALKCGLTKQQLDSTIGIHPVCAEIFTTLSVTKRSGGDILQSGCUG
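Rat TrxR1 (90 nM in the dispensed reagent) was pre-reduced with 400 uM NADPH for 5 min at room temperature, then incubated with compound for 15 min. After 400 uM selenite was added, NADPH fluorescence (Ex 340/Em 450 nm) was followed for 8 min.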
TrxR1 substrate – rat thioredoxin reductase 1 substrate activity | O89049 | purified TrxR1 substrate turnover, NADPH consumption readout | Potency, µM (series often up to 114 µM), for inactives: at the top dose activity change, negative = substrate turnover | actives 0.01% (n = 390,000) | AID 588456; note: potency is the fitted concentration of half-maximal effect; % is set by controls: 0 for no effect and ±100 for the full control effect; nearly all actives have a fitted effect of over 50% in size
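Rat TrxR1, dispensed at 90 nM, was prereduced with 400 uM NADPH (final) for 5 min at ~22 deg C, then incubated with compound 15 min before 400 uM selenite. A first-read NADPH fluorescence drop versus no-compound background flagged substrates.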
Glioma ERSR ind – induces the endoplasmic reticulum stress response in human glioma cells. U87-MG GRP78 promoter luciferase reporter, 16 h. Potency, µM, for the others: at the top dose activation, most hits filed as activators. actives 0.02% (n = 420,000); note: potency is the fitted concentration of half-maximal effect; series mostly up to about 76 µM; % of control where 0% means no effect; nearly all actives have a fitted effect of over 35% in size
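Stably transfected U87-MG human glioma cells carrying a GRP78-based luminescent sensor were seeded at 1000 cells/well, pin-dosed with compounds and incubated 16 h. Luciferase reagent was then added, and end-point luminescence was read after 10 min at room temperature.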
LDHA block – inhibitors of human lactate dehydrogenase A | activity change, % (values are at about 110 or 230 µM) | actives 0.15% (n = 480,000) | purified LDHA, NADH/diaphorase-resazurin fluorescence; stronger effect = lower value; in the data active = activity change below about -30%; inconclusive = mostly about -25% to -30%;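 note: plate controls were DMSO wells for no effect and wells without enzyme for full effect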
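Enzyme activity of human lactate dehydrogenase 5 (2 nM; 0.06 mM NADH, 0.2 mM pyruvate, 5 min, RT) is measured via a resazurin/diaphorase fluorescence readout of residual NADH.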
Vif-A3G inh – inhibitors of Vif-APOBEC3G interaction | Q9HC16 | HeLa A3G-eYFP + Vif (tagged APOBEC3G with the HIV-1 protein that degrades it), YFP fluorescence, overnight | Potency, µM (series often up to 46.1 µM), without a hit: at the highest dose activity, negative = active, usual class: inhibitors | actives 0.076% (n = 410,000) | AID 602310;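 note: potency is the fitted concentration of half-maximal effect; % is set by controls: 0 for no effect and ±100 for the full control effect; nearly all actives have a fitted effect of over 60% in size; hits raise eYFP signal because A3G escapes Vif-driven loss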
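HeLa cells stably expressing Vif and C-terminally eYFP-tagged A3G, seeded overnight at 37 deg C, then exposed to compound by pintool overnight at 37 deg C. Rise in yellow fluorescence (Ex 488/Em 500-530, Acumen) marks blocked Vif-driven A3G degradation.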
Numbers without * were called inactive; ? = inconclusive; nt = no result given; [ ] = another dose, or the depositor's remark. Unless noted, calls come from the whole dose curve; as a rule, active = well fitted curve in the direction sought with a large enough effect; inconclusive = small, poorly fitted or top-dose-only effect, or another doubt; inactive = no such curve, though single readings can be large; an effect the other way counts as inactive or inconclusive. These rows are one share of the data; rates above refer to the full screens.

mol	RGS4 inhibitor	Vif-APOBEC3F blk	USP1-UAF1 inh	mIDH1 inhibitor	rTrxR1 inhibitor	TrxR1 substrate	Glioma ERSR ind	LDHA block	Vif-A3G inh
O=C(NCc1cccs1)Nc1cccc(Cl)c1	-50%	7%	-18%	16%	0%	-7%	0%	-3	1%
CC#CCCCC(=O)Nc1ccc(C(=O)O)cc1	31%	-7%	-3%	-7%	-14%[57.1 µM]	2%[57.1 µM]	-2%	-2	2%
CCCOc1ccc(C(=O)N(Cc2ccc(N(C)C)cc2)CC2CCCO2)cc1 (stereo not given)	2%	3%	-13%	-2%	17%	1%	3%	5	1%
CCOC(=O)Cn1cc(-c2ccccc2)nn1	-11%	0%	-23%	7%	0%	-6%	1%	-9	3%
CCc1ccc(NC(=S)N(Cc2cccnc2)Cc2ccco2)cc1	-26%	-1%	6%	10%	-12%[57.1 µM]	-5%	-4%	-1	-1%
Cc1ccc(OCC(=O)Nc2nnc(C3CCCO3)s2)c(Br)c1 (stereo not given)	-4%	4%	-15%	-1%	31%[activator][57.1 µM]	5%[57.1 µM]	?	-15	-3%
Cc1cccc(-n2nc3c(c2NC(=O)c2ccc(Br)o2)CSC3)c1	-6%	3%	-13%	2%	-20%[57.1 µM]	-1%[57.1 µM]	0%	-5	4%
CC1(C)C2CCC(C2)C1C/C=N/NC(N)=S (stereo not given)	?	?	-12%	4%	19%[11.4 µM]	11%[11.4 µM]	-1%	0	-5%
N=c1c(S(=O)(=O)c2ccc(F)cc2)cc2c(=O)n3ccccc3nc2n1CC1CCCO1 (stereo not given)	-8%[56.9 µM]	-9%	-11%	6%	47%[activator][57.1 µM]	86%[activator][57.1 µM]	0%	-1	1%
O=C(NCCO)C(=O)NCC(c1cccs1)S(=O)(=O)c1ccc(F)cc1 (stereo not given)	nt	-1%	-27%	-1%	nt	nt	-6%	-1	2%
O=C(Cc1cccc(C(F)(F)F)c1)NCc1cccnc1	18%	1%	-17%	5%	13%	6%	-3%	0	-6%
O=C(CCNS(=O)(=O)c1cccc2nsnc12)Nc1ccc(F)cc1	-7%	-8%	-28%	-6%	3%	-3%	-4%	-8	-3%
COC(=O)CSc1nnc(-c2ccc(OC)cc2OC)o1	0%	-2%	13%	3%	-6%	-4%	1%	-1	-4%
O=C(N/N=C/c1ccccc1F)NC12CC3CC(CC(C3)C1)C2	-18%	-11%	-18%	-12%	9%	-5%	5%	-1	2%
CC(=Nc1ccccc1)C1=C(O)C(CC(C)C)NC1=O (stereo not given)	5%	10%	0%	-2%	-11%[11.4 µM]	9%[57.1 µM]	2%	-1	0%
CCOc1ccc(OCC)c(NC(=O)CCS(=O)(=O)c2ccc(C)cc2)c1	9%	-7%	-19%	1%	-3%	-2%	-7%	-2	-8%
Cc1cccc(S(=O)(=O)N(C)C[C@@H]2OCc3cn(nn3)CCCC(=O)N([C@@H](C)CO)C[C@H]2C)c1	nt	8%	-25%	-2%	nt	nt	-6%	-1	-1%
Cc1cccc(-n2nnnc2SCC(=O)c2cc(C)n(Cc3ccco3)c2C)c1	-38%	0%	-26%	4%	-21%	5%	-4%	-6	-10%
Cn1c(-c2ccc3c(c2)OCO3)cnc1N	-10%	-11%	-21%	0%	23%	14%	1%	26	-8%
CN1C(=O)C2(c3ccccc31)N(c1ccccc1)C(=O)CS2(=O)=O (stereo not given)	-4%	1%	-24%	-9%	-5%	-5%	-1%	-2	3%
O=C(OCC(=O)N1CCCC1=O)c1nc(Cl)c(Cl)c(Cl)c1Cl	-11%	-12%	-24%	-6%	?	4%	2%	-5	-2%
CCn1nc(C)c(CCN(C)C(=O)Nc2cc(OC)c(OC)c(OC)c2)c1C	15%	-5%	-21%	-19%	17%[57.1 µM]	2%[57.1 µM]	-2%	-4	0%
O=c1oc(/C=C/c2ccco2)nc2sc3c(c12)CCC3	75%[activator]	4%	-4%	-1%	-6%	0%	0%	0	1%
C[C@H]1COC(=O)[C@@H](NC(=O)OCC2c3ccccc3-c3ccccc32)C/C=C\C[C@H](CC(=O)NCCO)C(=O)N1	8%	4%	-24%	5%	12%	5%	1%	3	-1%
Cc1ccc(NCC2(N=Cc3ccccc3)OC(CO)C(O)C2O)cc1 (stereo not given)	-11%	-5%	-22%	3%	-44%	-4%	-4%	-2	-12%
O=C(c1cc(-c2ccc(Cl)cc2Cl)on1)N1CCCCCC1	0%	-40%	-7%	8%	9%	1%	-5%	-1	-6%
CCNC(=O)COc1cccc(C(=O)NCc2ccccc2)c1	-23%	2%	-7%	3%	22%	4%	-2%	-5	-1%
CCOc1ccc(C(C)=O)cc1COc1ccc(C)nc1[N+](=O)[O-]	-27%	-6%	-16%	9%	?	6%	-6%	-7	-8%
Cc1cccc(CN2CCN(C(=O)CN(C)C(C)C(=O)Nc3ccc(C(N)=O)cc3)CC2)c1 (stereo not given)	18%	3%	-10%	-4%	21%	-3%	-4%	-8	0%
CCC(CC)c1nnc(NC(=O)CN2C(=O)NC3(CCCC3)C2=O)s1	21%	6%	-19%	3%	1%	-6%	-3%	-4	-1%
O=C(NCc1cccnc1)c1c(O)c2cccc3c2n(c1=O)CCC3	36%	15%	-6%	18%	10%[57.1 µM]	9%	-1%	5	1%
CN(CC(=O)Nc1cccc(F)c1)C(=O)c1cc([N+](=O)[O-])ccc1N1CCCCC1	-7%	-19%	-16%	6%	-8%	-6%	-4%	3	6%
CC1(C)CC(=O)C(C=NC2CCCCC2)=C(O)C1	9%	2%	-15%	7%	-12%	-7%	-3%	-3	1%
Nc1ccc(Nc2ccccc2)c(Cl)c1	-24%	-3%	5%	16%	?	2%[11.4 µM]	3%	1	-6%
COCc1cc(C)nc2sc3c(=O)n(Cc4ccco4)nnc3c12	12%	4%	-2%	-2%	-18%	-13%	-3%	-8	3%
Cc1ccc(CN2CC(C(=O)Nc3ccc4c(C)cc(=O)oc4c3)CC2=O)cc1 (stereo not given)	0%[56.9 µM]	-1%	-7%	12%	11%	234%[activator]	0%	-2	-2%
COc1cccc(Nc2ncnc3sc(C)cc23)c1	-18%	-6%	-12%	7%	6%	0%	2%	2	0%
COc1ccc(C(=O)N(Cc2cc(OC)c(OC)c(OC)c2)c2ccccn2)cc1	-11%	8%	-33%	4%	21%	1%	-1%	0	3%
CCOC(=O)C1C(=O)NC(c2ccccc2)=NC1c1ccc(Br)cc1 (stereo not given)	1%	11%	-14%	-2%	-15%[57.1 µM]	-7%[57.1 µM]	-4%	-4	-1%
Cc1ccc(C)c(CN2C(=O)c3ccccc3S(=O)c3ccc(C(=O)NCc4ccco4)cc32)c1 (stereo not given)	9%	2%	-13%	-8%	30%	0%	-4%	-1	3%
O=C1OC2CC3CC1CC(O)(C3)C2 (stereo not given)	7%[11.4 µM]	5%	-1%	0%	5%[57.1 µM]	5%[57.1 µM]	-2%	-9	-4%
CN(C)CCCNC(=O)c1cc(C(=O)C2CCCCC2)c[nH]1	18%	1%	-6%	14%	17%	6%[57.1 µM]	-3%	-1	0%
COc1cccc(NC(=O)c2ccccc2NS(C)(=O)=O)c1	11%	-2%	-5%	5%	17%	9%	-4%	-3	0%
COc1nnc(-c2ccc(N3CCCCC3)c(NC(=O)COc3ccccc3)c2)c2ccccc12	-24%[11.4 µM]	1%	-13%	1%	12%	3%	-7%	-1	-5%
O=C(Cn1cc([N+](=O)[O-])cn1)Nc1ccc(Cn2cc(Br)cn2)cc1	-24%	1%	0%	-3%	7%	0%	11%	-3	-6%
CCN1CCN(c2nnc(-c3ccccc3)c3ccccc23)CC1	32%	4%	-24%	-13%	5%	-3%	-2%	-4	-6%
CN(Cc1ccccc1Cl)C(=O)CCNC(=O)c1ccco1	17%	2%	-6%	3%	-14%	0%	-2%	-5	-3%
COc1ccc(C(=O)/C=C/c2cc(C(=O)O)cc3c2OCOC3)c(O)c1	-53%	22%	-23%	0%	?	-14%	2%	-2	-19%
CC1=C(C(=O)N2CCN(c3cc(C)ccc3C)CC2)C2(CCC(C)CC2)OC1=O (stereo not given)	16%	nt	20%	nt	25%	-4%	nt	-18	nt
CC1Cc2ccccc2N1Cc1cccc([N+](=O)[O-])c1 (stereo not given)	-20%	5%	-21%	0%	-3%	-3%	-3%	2	-5%
N#C/C(=C\c1cccs1)C(=O)c1ccccc1	-24%	?	-18%	9%	-42%	11%[57.1 µM]	2%	2	2%
CCn1c(C)c(C(C)=O)c(N2CCCC2)nc1=S	9%	0%	-2%	4%	4%	-9%	-2%	-6	-1%
CC1(C)CC(=O)c2cc(C(=O)Nc3ccc(Br)cc3)c(=O)[nH]c2C1	27%	5%	1%	-12%	-5%	-1%	-2%	-1	0%
